# Source: PubChem BioAssay
# p53 reactivation = re-activators of mutant p53 | H1299 p53-A138V BP100-luciferase reporter, luminescence, 24 h | Potency, µM (highest dose often 92.2 µM), inactives show top-dose activity change, positive = activation, usual class: activators | hit rate 0.063% among 320,000; further: potency means the concentration at half of the fitted maximal effect; % of control where 0% means no effect; nearly all actives have a fitted effect of over 45% in size
#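 p53-null H1299 cells stably carrying temperature-sensitive p53-A138V and a BP100-luciferase reporter were pinned with compounds (4-point, 1:5 series) and held 24 hrs at 37 deg C. Luminescence was read 10 min after detection reagent.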
# Eya2 phos inh = Eya2 (human) phosphatase inhibition; Potency, µM (highest dose often 76.9 µM), for the others: at the top dose activity, negative = inhibition, usual class: inhibitors; recombinant Eya2, OMFP fluorescence dephosphorylation (OMFP is methylfluorescein phosphate); AID 488837; O00167; hit rate 0.006% among 330,000; further: potency means the concentration at half of the fitted maximal effect; on the % scale 0 is the no-effect control and ±100 the full control effect
#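 Eya2 protein (added as 0.2 uM solution) was preincubated with compound for 10 min at ambient temperature in 50 mM HEPES pH 7.5, 50 mM NaCl, 5 uM MgCl2, 0.05% BSA, 1 mM DTT. OMFP (added at 50 uM) then reacted 10 min; fluorescence read at 485/525 nm.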
# USP2a inh = inhibitors of human ubiquitin-specific protease USP2a. O75604. USP2 core, Ub-CHOP2 coupled fluorogenic reporter, 485/531. Potency, µM (highest dose often 38.3 µM), without a hit: at the top dose activity change, negative = inhibition, actives largely listed as inhibitors. hit rate 0.01% among 330,000;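 further: potency means the concentration at half of the fitted maximal effect; plate controls were DMSO wells for no effect and full inhibition by NEM control for full effect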
#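 Deubiquitinase activity read as fluorescence (485/531 nm) after Ub-CHOP2 cleavage activates the enterokinase reporter on its substrate; USP2 core 10nM, Ub-CHOP2 and substrate 25nM each, 30min compound preincubation then 60min RT; data normalized to NEM, curves fitted.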
# ASM inhibitor = inhibitors of human secretory acid sphingomyelinase. placental ASM, HMU-PC fluorogenic substrate, 60 min. Potency, µM (highest dose often 57.5 µM), for the others: at the highest dose activity change, negative = inhibition, actives largely listed as inhibitors. hit rate 0.006% among 340,000; further: potency means the concentration at half of the fitted maximal effect
# Target sequence (P17405 47-631 limits assumed): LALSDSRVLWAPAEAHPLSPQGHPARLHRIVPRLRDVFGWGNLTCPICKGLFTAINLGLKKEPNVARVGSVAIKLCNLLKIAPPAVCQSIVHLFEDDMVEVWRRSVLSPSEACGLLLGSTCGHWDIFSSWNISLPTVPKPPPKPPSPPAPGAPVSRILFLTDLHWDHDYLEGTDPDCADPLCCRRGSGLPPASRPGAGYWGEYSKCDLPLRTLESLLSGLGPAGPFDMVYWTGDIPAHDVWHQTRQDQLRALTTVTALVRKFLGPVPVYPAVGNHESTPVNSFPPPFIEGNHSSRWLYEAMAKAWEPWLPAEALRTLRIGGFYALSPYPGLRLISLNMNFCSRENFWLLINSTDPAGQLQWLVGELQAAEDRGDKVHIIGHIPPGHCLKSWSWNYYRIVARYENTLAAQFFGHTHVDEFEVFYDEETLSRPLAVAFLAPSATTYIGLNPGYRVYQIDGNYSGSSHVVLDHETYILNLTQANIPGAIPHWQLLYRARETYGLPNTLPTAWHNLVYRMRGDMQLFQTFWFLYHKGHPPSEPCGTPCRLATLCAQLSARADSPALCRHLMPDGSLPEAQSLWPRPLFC
#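 qHTS format. ASM enzyme prepared from human placenta hydrolyses the fluorogenic substrate HMU-PC0 (9 uM final) over 60 min at 37 °C after a 10 min compound preincubation.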
# TRPV1 ag = activates the human vanilloid receptor TRPV1. Q8NER1. TRPV1-expressing cells, Fluo-8 calcium influx, agonist mode. activation, % at 8.33 µM. hit rate 0.19% among 320,000; in the data active means activation above about 80%; inconclusive means between about 30% and that limit; further: 0% is about no effect
#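 TRPV1-expressing cells were cultured overnight at 35.5C and loaded with Fluo-8 calcium dye for 40 to 90 min at room temperature. After a 10 s baseline, compound was added and calcium influx was read kinetically for 3 min (ex 480/em 520 nm).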
# uPA surface inh = inhibitors of cell surface uPA generation; cell surface uPA generation assay, qHTS; hit rate 0.31% among 330,000; AID 540303; Potency, µM (series often up to 38.3 µM), for inactives: at the top dose activity change, negative = inhibition, usual class: inhibitors; active means well fitted inhibition curve with a large enough effect; inconclusive means small, poorly fitted or top-dose-only effect; inactive means no such curve, though single readings can be large or run the other way; tested in mouse RAW 264.7 cells; further: potency means the concentration at half of the fitted maximal effect; on the % scale 0 is the no-effect control and ±100 the full control effect; nearly all actives have a fitted effect of over 55% in size
# TSG101-PTAP inh = blocks PTAP/TSG101 interaction to inhibit HIV-1 budding; 340,000 tested, under 10 active; Potency, µM (top dose mostly 115 µM), without a hit: top-dose activity change, negative = inhibition, actives largely listed as inhibitors; AID 493005; Fluorescence polarization, FITC-PTAP peptide / Tsg101 binding; Q99816; active means well fitted inhibition curve with a large enough effect in the main read-out, with a control signal flat, not every such curve was filed as active; inconclusive means small, poorly fitted or top-dose-only effect, or effect the other way, or a change in a side signal; inactive means no such curve, though single readings can be large or run the other way; further: potency means the concentration at half of the fitted maximal effect; % of control where 0% means no effect
# Target sequence (Q99816 whole entry, looked up): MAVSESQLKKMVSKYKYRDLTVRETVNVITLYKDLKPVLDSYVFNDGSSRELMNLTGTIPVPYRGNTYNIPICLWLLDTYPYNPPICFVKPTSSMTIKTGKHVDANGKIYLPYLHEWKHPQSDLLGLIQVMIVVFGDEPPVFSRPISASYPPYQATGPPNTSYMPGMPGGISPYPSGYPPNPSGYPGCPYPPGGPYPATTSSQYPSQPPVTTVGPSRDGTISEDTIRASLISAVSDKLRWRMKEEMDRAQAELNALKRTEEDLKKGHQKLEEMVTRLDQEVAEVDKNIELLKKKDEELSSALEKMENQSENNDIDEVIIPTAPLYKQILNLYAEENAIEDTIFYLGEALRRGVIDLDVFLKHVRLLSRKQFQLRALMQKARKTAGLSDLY
#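 Compounds were pin-transferred onto Tsg101 binding domain (10 uM final) in HEPES pH 7.5 buffer, then FITC-PTAP peptide was added at 50 nM final. After 20 min at RT, polarization reported peptide displacement across a qHTS concentration series.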
# a7 integrin act = integrin-mediated muscular dystrophy alleviation activation; alpha7betagal myoblasts, beta-gal FDG fluorescence, 48 h; Potency, µM (titrated, usually from 38.3 µM), inactives show at the top dose activation, hits mostly activators; hit rate 0.064% among 350,000; AID 624291;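 further: potency means the concentration at half of the fitted maximal effect; 100% = response of the positive control SU9516; nearly all actives have a fitted effect of over 60% in size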
#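 Alpha7betagal+/- myoblasts (passage 13) were plated 16-24 hr, then exposed to compounds (1:260 dilution of DMSO stock) for 48 hours at 37C. After MPER lysis, β-galactosidase reporter activity was read as FDG fluorescence (ex 480/em 540) after 30 minutes.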
# ELG1 genotox = inducers of genotoxicity in HEK293T ELG1-luciferase cells; HEK293T ELG1-luciferase reporter, luminescence, 16 h; hit rate 1.3% among 330,000; Potency, µM (highest dose often 46 µM), without a hit: at the top dose activity change, positive = activation, hits mostly activators; AID 504466; further: potency means the concentration at half of the fitted maximal effect; % of control where 0% means no effect; nearly all actives have a fitted effect of over 60% in size
#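 ELG1-luciferase HEK293T cells, 2,000/well; compound pinned in; 16 hr, 37 °C, 5% CO2; ONE-Glo, 30 min RT; luminescence on CCD imager.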
# BRCA1 expr up = activators of BRCA1 expression; Potency, µM (series often up to 46.1 µM), without a hit: at the highest dose activation, actives largely listed as activators; MCF7-BRCA1-FFLuc reporter, luminescence, 48 h; response scale: scaled: vehicle 0%, 10 µM genistein 100%; AID 624202; hit rate 1.1% among 380,000; further: potency means the concentration at half of the fitted maximal effect; nearly all actives have a fitted effect of over 80% in size; some results filed as inactive show a strong effect at the top dose
#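 MCF7 cells carrying a BRCA1-firefly luciferase reporter (2000 cells/well, phenol-red free MEM) were attached for 2 h at 37 °C, then given compounds for 48 h. Luminescence was read 15 min after luciferase reagent; activity normalized to genistein (10 microM) and DMSO.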
# B2AR arrestin = agonists driving beta-arrestin recruitment to human beta2-adrenergic receptor; Potency, µM (doses to about 46.1 µM), inactives show top-dose activation, most hits filed as activators; beta-arrestin recruitment to beta2AR, cell-based reporter; P07550; hit rate 0.02% among 330,000;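 further: potency means the concentration at half of the fitted maximal effect; 0% = DMSO controls and full agonism = EC100 isoproterenol or metaproterenol; nearly all actives have a fitted effect of over 65% in size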
# Starred values were filed as active, the others as inactive; ? = inconclusive; · = not tested or not shown. Unless noted, the call rests on the fitted dose curve; in most records, active means well fitted curve in the direction sought with a large enough effect; inconclusive means small, poorly fitted or top-dose-only effect, or another doubt; inactive means no such curve, though single readings can be large; an effect the other way counts as inactive or inconclusive.
nr	SMILES	p53 reactivation	Eya2 phos inh	USP2a inh	ASM inhibitor	TRPV1 ag	uPA surface inh	TSG101-PTAP inh	a7 integrin act	ELG1 genotox	BRCA1 expr up	B2AR arrestin
1	O=C(C1=C(O)C(=O)N(CCN2CCOCC2)C1c1ccc(Br)cc1)c1cc2ccccc2o1 (centres undefined)	2%	-14%	-9%	2%	-2	-5%	-11%	-27%	-2%	-20%	-0.1%
2	CCc1ccccc1NC(=O)CN1CCN(C(=O)c2ccc(OCc3cn4ccccc4n3)cc2)CC1	4%	-2%	1%	2%	3	1%	-3%	19%	-3%	-8%	0.1%
3	Cc1cc(/C([O-])=C(/C(=S)Nc2ccc(F)cc2)[n+]2ccccc2)c(C)n1-c1ccc(F)cc1	?	0%	-3%	-1%	1	·	-7%	4%	5%	-50%	0.6%
4	CC(OC(=O)c1ccc(Cl)nc1)C(=O)Nc1ccc(S(=O)(=O)N2CCCC2)cc1 (centres undefined)	15%	-15%	0%	-2%	-3	-1%	-3%	-9%	0%	-23%	-0.4%
5	NS(=O)(=O)c1ccc(NC(CNS(=O)(=O)c2ccccc2)c2ccccc2)cc1 (centres undefined)	3%	10%	11%	1%	1	-1%	-4%	?	-2%	5%	-0.2%
6	CCN1CCN(CCCCSc2ccccc2)CC1	7%	4%	2%	·	3	·	·	·	-1%	·	-0.7%
7	CC(OC(=O)CNC(=O)c1ccc2ccccc2c1)C(=O)NC1CCCCC1C (centres undefined)	-5%	-3%	-1%	-3%	9	0%	0%	9%	-6%	4%	0.0%
8	COc1cccc2c1C(=O)C[C@]1(CCCC[C@@H]1C)O2	13%	6%	0%	-1%	22	-7%	0%	-9%	-1%	20%	0.3%
9	N=C1SC(c2ccccc2)C(=O)N1c1ncc(Cc2ccccc2Cl)s1 (centres undefined)	3%	-4%	-17%	-4%	3	3%	1%	0%	-2%	-36%	-0.8%
10	Cc1c(C(=O)NCc2ccc3c(c2)OCO3)oc2ccc(S(=O)(=O)N3CCCC3)cc12	-9%	6%	-6%	-5%	0	-4%	-5%	1%	-6%	0%	0.1%
11	CC(C)C(=O)Nc1ccc(-c2nc3cccnc3o2)cc1	16%	2%	-2%	30%	2	-7%	-6%	0%	?	-29%	0.0%
12	O=C(CN1CCCCCCC1)N/N=C/c1ccc(F)cc1F	6%	5%	0%	7%	7	2%	-1%	?	0%	0%	-0.6%
13	CCn1c(SCC(=O)NC2CC2)nnc1C(C)Oc1ccccc1 (centres undefined)	-4%	4%	-6%	-1%	-1	-5%	-9%	12%	0%	-22%	?
14	Cc1sc(NC(=O)c2ccco2)c(CN2CCN(c3ccccn3)CC2)c1C	10%	?	-1%	-1%	?	8%	-5%	16%	4%	-29%	0.4%
15	Cc1cc(C)nc(SCC(=O)N/N=C/c2cccn2-c2cccc(C(F)(F)F)c2)n1	11%	-2%	2%	-1%	2	3%	-1%	-10%	2%	-25%	0.1%
16	CCCNc1c(NS(=O)(=O)c2ccc(NC(=O)CC)cc2)c(=O)oc2ccccc12	-2%	-5%	4%	1%	0	5%	0%	-3%	-4%	-6%	-1.0%
17	COc1ccc(CN2CCN(Cc3ccc(CO)o3)CC2CCO)cc1C (centres undefined)	?	5%	3%	1%	-1	2%	-3%	10%	16%	3%	-0.9%
18	C[C@H](O)[C@@H]1C(=O)N2CCc3ccc(N4CCOCC4)cc3[C@@H]2C[C@@H]1N(C)C(=O)Nc1ccccc1	·	·	·	7%	·	-3%	-1%	6%	·	10%	·
19	Cc1cccc(-c2noc(CN(C)C(=O)c3ccc4c(c3)OCO4)n2)c1	2%	-3%	1%	0%	17	-6%	2%	0%	-7%	5%	-0.5%
20	Cc1csc(NC(=O)c2ccc(C)o2)n1	?	6%	-2%	0%	2	-3%	0%	2%	?	97%	-1.7%
21	CC1=NN(C(=O)CCc2ccccc2)C(O)(c2ccncc2)C1 (centres undefined)	2%	-4%	1%	-1%	-3	5%	-4%	17%	1%	14%	-0.4%
22	CCOC(=O)N1CCN(c2nnc(-c3ccccc3)c3ccccc23)CC1	-9%	-8%	0%	3%	24	4%	-6%	13%	-12%	-12%	-0.7%
23	Cc1cc(=O)n2[nH]c(C(F)(F)F)c(-c3ccccc3)c2n1	6%	-3%	2%	-3%	-1	7%	-3%	3%	-5%	2%	0.0%
24	CCN(CC)C(=O)COc1ccc(CC(=O)O)cc1OC	10%	4%	0%	1%	6	2%	-3%	12%	1%	12%	-0.4%
25	CSCCC(Nc1ncnc2ccc(Br)cc12)C(=O)O (centres undefined)	-6%	2%	-1%	-2%	1	4%	-6%	-2%	0%	-14%	0.0%
26	Cn1cc(S(=O)(=O)N2CCCC2)cc1C(=O)NCCc1ccccc1	17%	-1%	0%	-3%	0	2%	-2%	-3%	-3%	6%	-0.1%
27	CCOc1ccc(CCNC(=O)COC(=O)C2CCN(c3ccc(C(F)(F)F)cn3)CC2)cc1OCC	0%	-16%	-4%	-15%	5	-5%	-2%	-14%	-1%	-2%	-0.2%
28	Cc1nc2ccccc2c(=O)n1/N=C/c1ccc([N+](=O)[O-])o1	-13%	8%	1%	·	17	·	·	·	2%	·	6.5%
29	CC12CCC(=O)N1C(C(=O)Nc1nc(-c3ccccc3Cl)cs1)CS2 (centres undefined)	8%	-29%	-4%	·	22	-14%	0%	-29%	?	25%	0.3%
30	CC(=O)Nc1ccc(NC(=O)Cc2ccc(S(=O)(=O)N3CCCCC3)s2)cc1	10%	3%	0%	0%	-11	4%	0%	11%	1%	-21%	0.1%
31	O=C1Nc2cc(C(=O)N3CCOCC3)ccc2S/C1=C\c1ccccc1	-11%	-1%	1%	1%	-2	1%	-8%	15%	-11%	-3%	0.2%
32	CCOC(=O)c1c(-c2ccc(C)cc2)csc1NC(=O)/C(C#N)=C/c1ccc(O)c(OC)c1	-7%	15%	7%	-11%	2	3%	6%	13%	1%	1%	2.9%
33	CCOC(=O)NC(=S)Nc1ccc(C(C)(C)C)cc1	2%	-14%	0%	-4%	?	-2%	-3%	-33%	10%	0%	?
34	COc1ccc(NS(=O)(=O)c2ccc(F)c(F)c2F)cc1S(=O)(=O)N1CCOCC1	-5%	22%	-2%	2%	-1	13%	-8%	3%	-1%	15%	0.3%
35	O=C1CCc2cc(NS(=O)(=O)c3ccc(F)cc3)cc3c2N1CCC3	-10%	14%	-1%	0%	-2	-2%	-4%	11%	6%	-11%	0.2%
36	Cc1ccc(CN(C)C(=O)c2cccc(S(=O)(=O)N3CCc4ccccc43)c2)cc1	-7%	-5%	4%	-1%	·	4%	0%	-3%	-3%	-25%	-0.5%
37	Cc1ccc[n+](CC(=O)c2ccc(NC(=O)c3ccccc3)cc2)c1	2%	-19%	-2%	0%	1	-5%	1%	-14%	-3%	-3%	-0.6%
38	O=S(=O)(NCc1cccs1)NCc1ccccc1F	-1%	-27%	3%	-1%	?	-2%	0%	3%	5%	-1%	0.0%

# Five records picked at random from the list so far:
nr	SMILES	p53 reactivation	Eya2 phos inh	USP2a inh	ASM inhibitor	TRPV1 ag	uPA surface inh	TSG101-PTAP inh	a7 integrin act	ELG1 genotox	BRCA1 expr up	B2AR arrestin
34	COc1ccc(NS(=O)(=O)c2ccc(F)c(F)c2F)cc1S(=O)(=O)N1CCOCC1	-5%	22%	-2%	2%	-1	13%	-8%	3%	-1%	15%	0.3%
31	O=C1Nc2cc(C(=O)N3CCOCC3)ccc2S/C1=C\c1ccccc1	-11%	-1%	1%	1%	-2	1%	-8%	15%	-11%	-3%	0.2%
37	Cc1ccc[n+](CC(=O)c2ccc(NC(=O)c3ccccc3)cc2)c1	2%	-19%	-2%	0%	1	-5%	1%	-14%	-3%	-3%	-0.6%
36	Cc1ccc(CN(C)C(=O)c2cccc(S(=O)(=O)N3CCc4ccccc43)c2)cc1	-7%	-5%	4%	-1%	·	4%	0%	-3%	-3%	-25%	-0.5%
38	O=S(=O)(NCc1cccs1)NCc1ccccc1F	-1%	-27%	3%	-1%	?	-2%	0%	3%	5%	-1%	0.0%

# This is a random part of the collection; 2.6% or so of the library scored in one or more.
